H1N1 NS1A inhibition – NS1A inhibition, H1N1 influenza, cell based functional assay (AID 504329); 340,000 tested, 0.3% active; one-dose inhibition, % at 12.5 µM; IC50 in µM for titrated hits; NS1A functional cell-based assay, percent inhibition; higher % means a stronger effect; in the data active = a potency from the dose series; inconclusive = inhibition above about 27% without an active follow-up result; also: strong numbers were not always called active
PhoP GFP inhibition – Inhibition of PhoP regulon, Salmonella typhi GFP reporter cells, confirmation, 4 h (AID 1850) | Salmonella Typhi PhoP-promoter GFP reporter, fluorescence, 4 h; higher % means a stronger effect | inhibition, % at 50 µM; hits with a dose series show IC50 in µM | 310,000 tested, 0.33% active; in the data active = a potency from the dose series; inconclusive = inhibition mostly from about 25% at the one dose, without a potency; inactive = the rest, 99 in 100 with inhibition below about 19%;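 also: 0% = induced wells with vehicle and 100% = uninduced wells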
tuberculosis growth – growth inhibition of non-replicating M. tuberculosis (AID 488890) | 320,000 tested, 0.39% active | Mycobacterium tuberculosis non-replicating, growth inhibition; higher % means a stronger effect | inhibition, % at 25 µM; hits with a dose series show IC50 in µM; in the data active = a potency from the dose series; inconclusive = inhibition mostly from about 82% at the one dose, without a potency; inactive = the rest, 99 in 100 with inhibition below about 76%;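 also: plate controls were DMSO cells for no effect and high antibiotic wells for full effect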
M. tuberculosis HTS – M. tuberculosis growth inhibition, HTS (AID 449762). M. tuberculosis H37Rv growth inhibition, 7H9 media; higher % means a stronger effect. one-dose inhibition, % at 25 µM; IC50 in µM for titrated hits. 330,000 tested, 0.59% active; in the data active = a potency from the dose series; inconclusive = inhibition above about 70% without an active follow-up result;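 also: bacterial growth assessed after seven days of incubation; strong numbers were not always called active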
VEEV TC-83 Vero – inhibitors of VEEV TC-83 cytopathic effect, confirmation, Vero cells (AID 588727); 350,000 tested, 0.13% active; Vero cells, VEEV TC-83 cytopathic effect inhibition; higher % means a stronger effect; inhibition, % at 20 µM, or IC50 in µM where a hit was titrated; in the data active = a potency from the dose series; inconclusive = inhibition mostly from about 14% at the one dose, without a potency; inactive = the rest, 99 in 100 with inhibition below about 12%; also: strong numbers were not always called active
VEEV TC-83 Vero 10K pilot screen – also measured in VEEV TC-83 Vero; calls as there; inhibition, %; measured here: 10K pilot screen inhibition
Starred values were filed as active, the others as inactive; i = inactive; ? = inconclusive; . = no result given. Hits appear at their usual frequency; overall some 1.5% were active at least once.

SMILES | H1N1 NS1A inhibition | PhoP GFP inhibition | tuberculosis growth | M. tuberculosis HTS | VEEV TC-83 Vero | others
Cc1ccc(CN(C)C(=O)c2cccc(S(=O)(=O)N3CCN(c4ccccc4)CC3)c2)cc1 | -16% | . | . | . | 2.6%
CCOC(=O)c1sc(=S)n(C)c1NC(=O)c1ccccc1 | -5% | -8% | 46% | -2% | i | VEEV TC-83 Vero 10K pilot screen=2.4
Nc1cc(=O)[nH]c(SCC(=O)Nc2ncc(C(F)(F)F)cc2Cl)n1 | 1% | -1% | -17% | -1% | 0.2%
COc1ccccc1NC(=O)N1CCCC1C(=O)Nc1ccc2c(c1)OCO2 (stereo not given) | -15% | 1% | -3% | 3% | 1.1%
COc1ccccc1C1SCCN1C(=O)c1ccc([N+](=O)[O-])cc1 (stereo not given) | 3% | 0% | -19% | -1% | 0.8%
CCOC(=O)Nc1ccc2c(c1)nc1n2CCN(CCOC)C1 | -3% | 0% | 3% | -1% | 0.7%
O=S(=O)(c1ccc(NC(=S)NCCC(c2ccccc2)c2ccccc2)cc1)N1CCOCC1 | -15% | 5% | 54% | 51% | 3.2%
CC1(C)O[C@@H]2[C@H](O1)[C@@H](CO)O[C@H]2n1cc(Br)c(=O)[nH]c1=O | 14% | . | -5% | -9% | i
CCc1nnc(NC(=O)CSc2nnc(C)c(=O)n2N)s1 | 4% | -8% | -6% | -20% | 0.1%
CCc1ccc(NC(=O)Cn2c3[n+](c4c(F)c(F)ccc42)CCCCC3)cc1 | 0% | -9% | ? | ? | 1.1%
Cn1[nH]c(CSc2ccc(Cl)cc2)cc1=O | 6% | -4% | 42% | -3% | 0.3%
CC(C)(C)NS(=O)(=O)c1ccc(CCC(=O)O)cc1 | 1% | -7% | . | . | 0.6%
CN(C)C(=O)c1cn(-c2ccccc2)nc1-c1cc2ccccc2oc1=O | -9% | -9% | 3% | -3% | 4.7%
CN(C)c1nc(N2CCOCC2)nc(N(c2ccccc2)c2ccccc2)n1 | 2% | . | . | . | 1.1% | VEEV TC-83 Vero 10K pilot screen=1.0
O=C(N/N=C/c1ccoc1)c1cc(Br)ccc1O | -7% | -17% | 66% | -4% | 2.2%
Cc1cccc(NC(=O)Nc2ccccc2)n1 | 1% | -2% | -1% | 0% | 0.3%
Cc1c(Cl)cccc1-n1c(SCC(=O)NCc2cccs2)nnc1-c1ccncc1 | -3% | -12% | 7% | -2% | 8.6%
Cc1oc(C(=O)O)cc1CSCc1cc(C(=O)O)c(C)o1 | -4% | -3% | 10% | 2% | 0.1%
Cc1ccc(S(=O)(=O)N2[C@@H](c3ccccc3F)C(C(=O)O)=CC[C@H]2c2ccc(Cl)cc2)cc1 | -4% | -6% | -5% | -3% | 0.9%
Cc1ccccc1CN1CCNC(=O)C1CC(=O)NC1CCCCCCC1 (stereo not given) | -3% | 0% | 34% | -1% | 2.9%
CCCn1nnnc1SCC(=O)Nc1ccc(F)cc1 | 3% | 7% | 13% | -5% | 0.6% | VEEV TC-83 Vero 10K pilot screen=0.1
COC(=O)CC1=NN(c2ccccc2)C(=O)/C1=C\c1ccc(OC)cc1 | 3% | 1% | -3% | -1% | 1.0%
CN(C)c1ccc(NC(=O)C(=O)NCCOc2ccccc2)cc1 | -4% | -16% | 2% | 1% | 1.5%
COc1ccc(C(=O)Nc2ccc(Br)cn2)cc1S(=O)(=O)N1CCOCC1 | -3% | . | 9% | -9% | 8.3%
CCn1c(COc2ccc(Cl)cc2)nnc1SC1CCc2ccccc2C1=O (stereo not given) | 2% | 4% | -20% | -7% | 1.1%
O=C(NNC(=O)C1CCN(S(=O)(=O)c2ccc(Cl)cc2)CC1)c1ccncc1 | -6% | -4% | 58% | -12% | 0.3%
CCN(CC(=O)Nc1ccc2c(c1)OCCO2)C(=O)/C=C/c1ccc(OC)c(OC)c1 | -19% | -2% | -6% | 5% | 3.9%
O=C(NC1CC(=O)N(c2cccc(F)c2)C1)C(=O)c1c[nH]c2ccccc12 (stereo not given) | 0% | 6% | -2% | -10% | 0.5%
COc1cc(OC)c(S(=O)(=O)NC(C)C)cc1S(=O)(=O)NC(C)C | -4% | 0% | 4% | -10% | 0.5%
CCOC(=O)c1ccccc1NC(=O)CSc1nc(N)cc(N)n1 | 7% | -1% | 34% | ? | 0.6%
O=C1CCCc2[nH]c(-c3ccccc3)nc21 | 6% | -6% | -4% | -2% | 0.4% | VEEV TC-83 Vero 10K pilot screen=2.4
O=C(O)c1cc(-c2cccs2)nc2ccc(F)cc12 | -11% | 8% | -4% | -3% | 0.8%
COc1cccc(NC(=O)C(=O)N/N=C/c2ccc3c(c2)OCO3)c1 | -5% | -2% | -6% | 1% | 3.1%
COc1ccc(-c2[nH]ncc2N=Nc2cc(C)cc(C)c2)cc1 | 12% | -10% | 6% | ? | 6.1%
COc1ccc(CN2CCNC(=O)C2CC(=O)O)cc1OC (stereo not given) | -1% | -15% | -18% | -12% | i
COc1ccc(-c2nnn(CC(=O)NCc3ccc4c(c3)OCO4)n2)cc1OC | -5% | -3% | 1% | 3% | 0.1%
CC(NC(=O)/C(=C/c1ccc2c(c1)OCO2)NC(=O)c1cccc([N+](=O)[O-])c1)C(=O)O (stereo not given) | 2% | -3% | -23% | 6% | i
O=C(NCc1ccccc1)c1c(Cl)nc(Cl)c(Cl)c1Cl | -3% | -9% | 65% | ? | 11%
Cc1nn(CC(=O)NCC(C)c2ccccc2)c(=O)c2cc(-c3ccccc3)nn12 (stereo not given) | -2% | -3% | 7% | 2% | 1.9%
CCOc1ccc(NC(=O)Cc2ccccc2)cc1 | -5% | 7% | 39% | -2% | 0.3%
CCn1cc(CNc2nc3nonc3nc2N2CCCCC2)cn1 | -2% | 6% | 26% | 1% | 1.6%
C/C(=N\NC(=O)c1nnn(-c2nonc2N)c1CN(C)c1ccccc1)c1ccc(O)cc1 | -3% | 0% | 15% | 0% | ?
O=c1c2ccccc2nc2n1CCCS2 | -15% | -1% | 1% | -1% | 0.4%
O=c1c(-c2c(O)cc(O)c3c2O[C@H](c2ccc(O)cc2)CC3)c(-c2ccc(O)cc2)oc2cc(O)cc(O)c12 | 8% | . | 13% | -3% | 8.6%
Cc1c([N+](=O)[O-])ccc(S(=O)(=O)N2CCC(C(N)=O)CC2)c1C | 8% | -4% | -1% | -6% | 1.8%
CCCCCN(C(=O)CCC(=O)OCCOc1cccc(Cl)c1)c1c(N)n(CCCC)c(=O)[nH]c1=O | -11% | 10% | -2% | 2% | 1.7%
O=C(CCCc1c[nH]c2ccccc12)NCc1ccccc1C(F)(F)F | -8% | 9% | 4% | 9% | 0.8%
CC(Sc1ccccc1)C(=O)N1CCN(S(=O)(=O)c2cccc(Br)c2)CC1 (stereo not given) | 3% | 8% | 6% | 3% | 3.2%
COCCN1C(=O)C(=O)/C(=C(/O)c2ccc(S(=O)(=O)N3CCCCC3)cc2)C1c1ccc(O)c(OC)c1 (stereo not given) | -3% | -2% | -1% | -2% | 5.3%
O=C(C(=O)N1CCOCC1)c1cn(CCOc2ccccc2)c2ccccc12 | -1% | 3% | -3% | -14% | 1.1%
COc1cccc(CN2CCN(Cc3cccc(F)c3)CC2)c1 | -25% | 0% | -1% | 3% | i
COc1ccc(S(=O)(=O)N2Cc3ccccc3CC2C(=O)O)cc1 (stereo not given) | 5% | -2% | 23% | 5% | i
CCOC(=O)Cn1nnnc1C(C(C)C)N(Cc1cc2c(C)cc(C)cc2[nH]c1=O)C1CCCC1 (stereo not given) | 2% | 5% | 25% | -4% | 3.8%
Cc1noc(C)c1CSCC(=O)OCC(=O)NC1CCCCC1 | 7% | -12% | 13% | 2% | 1.6% | VEEV TC-83 Vero 10K pilot screen=1.1
CCO[C@@H]1OC(C(=O)NCc2nc3ccccc3[nH]2)=C[C@H](C)[C@H]1CCCO | 6% | 4% | -24% | 2% | 1.0%
COc1ccccc1-c1c(C)oc2cc(OCC(=O)OCc3ccccc3)ccc2c1=O | -10% | -4% | ? | ? | 11%
CC(=O)N1N=C(c2cccs2)CC1c1cccc([N+](=O)[O-])c1 (stereo not given) | 4% | -15% | 14% | -2% | 0.9%
O=C(CSCc1c(Cl)cccc1Cl)N1CCOCC1 | -13% | 2% | 51% | 4% | 0.3%
C=CCN(c1ccccc1C(=O)O)S(=O)(=O)/C=C/c1ccccc1 | -7% | -1% | 14% | 0% | 0.1%
Cc1cc(C(=O)NCc2ccccc2F)cs1 | -2% | -6% | 70% | 2% | 2.2%
(continued)
SMILES | H1N1 NS1A inhibition | PhoP GFP inhibition | tuberculosis growth | M. tuberculosis HTS | VEEV TC-83 Vero | others
COc1ccc(OC)c(/C=N/NC(=O)CNC(=O)c2ccc(S(=O)(=O)N3CCOCC3)cc2)c1 | -3% | -13% | 6% | 0% | 0.8%
CCN(CC(=O)Nc1ccc(OC)cc1)C(=O)c1ccc2ccccc2c1 | -5% | . | 1% | 0% | 1.1%
CC(=O)Nc1ccc(NC(=O)CSc2nnc(-c3cccs3)n2C)cc1 | -3% | 9% | 7% | 1% | 1.4%
O=C(O)c1ccccc1C(=O)c1ccc(N2CCOCC2)c([N+](=O)[O-])c1 | 0% | 0% | -6% | -3% | 1.4%
O=C(c1cccc(Oc2ccc([N+](=O)[O-])cc2)c1)N1CCOCC1 | -1% | -9% | 7% | -18% | 2.2%
COc1ccc(-c2cc(C(=O)NCc3ccccc3)no2)cc1OC | 4% | -1% | . | . | 3.0%
CCCN1CCN(C(=O)CCn2c(=O)c3cccn3c3cccnc32)CC1 | -10% | 5% | -2% | -11% | 0.8%
Cc1sc(NC(=O)c2cccs2)nc1-c1ccccc1 | 4% | -6% | 19% | -1% | 6.8%
CC(=O)Nc1ccc(-c2csc(NC(=O)CC(NC(C)=O)c3ccccc3)n2)cc1 (stereo not given) | -3% | -16% | -5% | -7% | 2.7%
O=C1CCN(Cc2ccc([N+](=O)[O-])cc2)CCN1[C@H](CO)Cc1ccccc1 | -19% | 9% | 14% | -3% | 0.1%
O=C(CN1C(=O)c2ccccc2S1(=O)=O)NC1CCCCC1 | 0% | 4% | -2% | -3% | i
O=C(CNC(=O)c1ccc(Br)o1)Nc1ccncc1 | 6% | 8% | -12% | -2% | 0.8%
CN(C)c1ccc(CN2CCC(C(N)=O)CC2)cc1 | -14% | -3% | -1% | -2% | 1.2%
O=C(c1ccc(Cl)c(S(=O)(=O)N2CCCCCC2)c1)N1CCCC(C(F)(F)F)C1 (stereo not given) | 12% | -1% | 15% | -4% | 0.9%
CN(C)c1[nH]c(=O)c(C#N)c2c1CCN2Cc1ccccc1 | 1% | 7% | -18% | -3% | 3.4%
CN1CCCN(C(=O)COc2ccc(F)cc2Cl)CC1 | -9% | 28% | 14% | 0% | 1.7%
N#CCCN(C(=O)COC(=O)CCN=C1NS(=O)(=O)c2ccccc21)c1ccc(F)cc1 | -8% | 2% | -19% | -4% | 2.1%
CCCc1cc(NC(=O)COC(=O)c2ccc(O)cc2O)n(-c2ccccc2)n1 | -3% | . | -12% | -3% | 7.4%
CC1CC(=O)N(CC(=O)NC2CCCCC2)c2ccccc2S1 (stereo not given) | -6% | -11% | -5% | -7% | 0.2%
O=C(Cc1ccccc1)NNC(=O)c1ccc(NC(=O)c2ccccc2)cc1 | 6% | 4% | 4% | -9% | 0.9%
CC(=O)c1ccc(NC(=S)N2CCN(S(=O)(=O)c3ccc(F)cc3)CC2)cc1 | -2% | -4% | 26% | 7% | 9.4%
COc1ccc(Oc2cc(NC(=O)c3nn(C)cc3[N+](=O)[O-])cc([N+](=O)[O-])c2)cc1 | 5% | 2% | 24% | 7% | 3.8%
O=C(c1cccc2ccccc12)n1nnc2ccccc21 | . | 7% | . | -2% | .

At a glance, 5 of the compounds above:
SMILES | H1N1 NS1A inhibition | PhoP GFP inhibition | tuberculosis growth | M. tuberculosis HTS | VEEV TC-83 Vero | others
CN1CCCN(C(=O)COc2ccc(F)cc2Cl)CC1 | -9% | 28% | 14% | 0% | 1.7%
N#CCCN(C(=O)COC(=O)CCN=C1NS(=O)(=O)c2ccccc21)c1ccc(F)cc1 | -8% | 2% | -19% | -4% | 2.1%
CCCc1cc(NC(=O)COC(=O)c2ccc(O)cc2O)n(-c2ccccc2)n1 | -3% | . | -12% | -3% | 7.4%
CC1CC(=O)N(CC(=O)NC2CCCCC2)c2ccccc2S1 (stereo not given) | -6% | -11% | -5% | -7% | 0.2%
O=C(Cc1ccccc1)NNC(=O)c1ccc(NC(=O)c2ccccc2)cc1 | 6% | 4% | 4% | -9% | 0.9%
